Bioassay records (PubChem BioAssay)
mABHD4 FP = inhibits mouse alpha/beta hydrolase domain 4; purified mABHD4, FP-Rh probe fluorescence polarization; 0.54% of 370,000 active; inhibition, % at 8.92 µM;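 active = inhibition exceeding the mean over every tested compound plus 3 SD, cut at about 30% in these data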;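 note: 0% = plate median of compound wells and 100% = S159A mutant with DMSO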
Target sequence (Q8VD66 whole entry, looked up, the tested form may be a part): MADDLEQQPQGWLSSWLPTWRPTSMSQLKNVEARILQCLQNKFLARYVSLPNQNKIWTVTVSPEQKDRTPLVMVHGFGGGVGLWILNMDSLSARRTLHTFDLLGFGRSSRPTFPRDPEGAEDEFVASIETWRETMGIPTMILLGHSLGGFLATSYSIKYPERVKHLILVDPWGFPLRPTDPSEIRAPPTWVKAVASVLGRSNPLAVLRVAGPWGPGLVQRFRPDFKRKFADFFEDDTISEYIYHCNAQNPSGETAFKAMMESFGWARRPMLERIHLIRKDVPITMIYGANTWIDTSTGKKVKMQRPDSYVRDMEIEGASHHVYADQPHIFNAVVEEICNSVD
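Doses – 8.92 µM, single dose · Material – wild-type mouse ABHD4 protein · Replication – single well per compound (singlicate) · Measure – percent inhibition of probe binding, normalized to plate controls · Schedule – 45 min compound pre-incubation plus 60 min probe step, 25 °C · Detection – fluorescence polarization with parallel and perpendicular emission, 525/598 nm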
HTRA1 inh = HTRA1 (human) protease inhibition. Q92743. AID 504803. inhibition, % at 5.96 µM. 0.5% of 340,000 active. recombinant HTRA1, FP-rhodamine activity-based probe, fluorescence polarization; in the data active = inhibition above about 36%;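 note: 0% = enzyme with DMSO and 100% = wells lacking enzyme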
GC-A act = GC-A (human) enzyme activation. activation, % at 10 µM. P16066. HEK293 GC-A cells, cGMP TR-FRET, EC30 ANP; 0% at EC30 ANP, 100% saturating ANP. 0.14% of 370,000 active; in the data active = activation above about 40%
PG9 binder = small molecules binding HIV-1 gp120 antibody PG9 | TR-FRET gp120-PG9 antibody binding | inhibition, % at 6.7 µM | 0.43% of 360,000 active | AID 624416; in the data active = inhibition above about 8.5%
NPR2 activator = GC-B (human) receptor activation. P20594. HEK293-GC-B cells, CNP EC30, cGMP TR-FRET; 0% at EC30 CNP, 100% saturating CNP. activation, % at 10 µM. 0.11% of 370,000 active;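 active = activation at 10 µM reaching about 35% in either raw or pattern-adjusted values, limit read from the data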
ASAP1 GAP inh = ASAP1 ArfGAP inhibition. Q9ULH1. ASAP1-stimulated ARF1 GTP hydrolysis, GDP FP detection. inhibition, % at 16.5 µM. 0.19% of 360,000 active. AID 624377; in the data active = inhibition above about 25%;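 note: 0% = vehicle with enzyme and substrate and 100% = no enzyme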
ARFGAP1 inhibitor = inhibits rat ARF GTPase activating protein 1; AID 651572; inhibition, % at 16.5 µM; Arfgap1-stimulated ARF1 GTP hydrolysis, GDP FP detection; 0.26% of 360,000 active;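 active = inhibition above a per-plate limit, mean inhibition of low control wells plus 3 SD, cut at about 25% in these data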;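 note: 0% = DMSO wells with enzyme and 100% = wells lacking Arfgap1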
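material = rat Arfgap1 catalytic domain, aa 1-136 | also added = human ARF1(Δ1-17)-GTP substrate | compound dosing = one concentration, 16.5 µM, DMSO 1.26% | times = GTP hydrolysis reaction 2 h at 25 °C | measured by = FP, GDP Alexa 633 tracer displaced from anti-GDP antibody, 620/688 nm | evaluation = percent inhibition of Arfgap1-stimulated GTP hydrolysis | replication = single well per compound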
Rev-erbA mod = Rev-erb alpha (human) modulation; 0.79% of 370,000 active; P20393; Rev-erbα–FITC-DNA binding, fluorescence polarization, 90 min; activity, % at 10 µM;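 active = activity above about 14%, limit read from the data; passing the limit was not always enough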;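 note: 0% = DMSO wells with 35 nM protein and 100% = DMSO wells with 750 nM protein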
Target sequence (P20393 whole entry, looked up): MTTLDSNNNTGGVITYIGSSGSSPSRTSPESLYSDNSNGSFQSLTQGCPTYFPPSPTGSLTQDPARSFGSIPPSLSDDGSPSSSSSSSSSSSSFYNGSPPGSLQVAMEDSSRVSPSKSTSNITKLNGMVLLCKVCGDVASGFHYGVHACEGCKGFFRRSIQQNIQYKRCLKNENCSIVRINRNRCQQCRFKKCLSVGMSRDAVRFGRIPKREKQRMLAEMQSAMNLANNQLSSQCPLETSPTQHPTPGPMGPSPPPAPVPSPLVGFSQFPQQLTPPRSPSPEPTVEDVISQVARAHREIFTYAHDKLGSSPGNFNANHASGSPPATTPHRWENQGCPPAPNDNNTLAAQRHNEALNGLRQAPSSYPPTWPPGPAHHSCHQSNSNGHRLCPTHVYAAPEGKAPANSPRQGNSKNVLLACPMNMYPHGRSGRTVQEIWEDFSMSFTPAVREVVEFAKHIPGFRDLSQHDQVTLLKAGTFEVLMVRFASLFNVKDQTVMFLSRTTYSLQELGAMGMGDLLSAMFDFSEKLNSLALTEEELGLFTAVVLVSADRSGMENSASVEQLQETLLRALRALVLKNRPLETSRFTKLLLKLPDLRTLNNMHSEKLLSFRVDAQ
SMARCA2 act = SMARCA2 function activation, primary screen. activation, % at 9.1 µM. 1% of 370,000 active. MG213 cells, MMTV-luciferase reporter, dexamethasone, overnight; in the data active = activation above about 7.8%;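 note: 0% = vehicle wells and 100% = reference activator wells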
rCAG RNA binder = molecules binding r(CAG) RNA repeats; r(CAG) RNA repeat, TO-PRO-1 dye displacement fluorescence; inhibition, % at 3 µM; 1.3% of 370,000 active;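 active = inhibition above the plate cutoff, the mean of all test compounds on that plate plus 3 SD, cut at about 35% in these data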;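 note: 0% = DMSO alone and 100% = 100 µM mitoxantrone as full dye displacement; higher means more dye released from RNA so lower well fluorescence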
An asterisk follows results filed as active; nt = not tested or not shown. No enrichment for hits, and some 4.4% of all compounds hit somewhere here.

1: O=C(NCc1cccnc1)c1ccc(Cl)c(S(=O)(=O)N2CCCCCC2)c1
2: CC12CCC(C(=O)N(CSC(=S)N/N=C\c3ccccc3)C1=O)C2(C)C (stereo unspecified)
3: CCN(C(=O)[C@@H](C)[C@@H](O)c1ccc2ccccc2c1)c1ccccc1
4: CC(C)(C)NCC(=Cc1ccccc1)C(=O)c1ccccc1
5: Clc1ccc(CN2CCSCC2)c(Cl)c1
6: CN(Cc1ccccc1N1CCCC1)C(=O)c1cc2cc(Cl)ccc2o1
7: CCOc1ccc(NC(=S)N(CCOC)C(C)c2ccco2)cc1 (stereo unspecified)
8: CCN(CC)S(=O)(=O)c1cc(NC(=O)c2cc([N+](=O)[O-])ccc2N2CCOCC2)ccc1C
9: CCN(CC)CCN(C(=O)/C=C/c1cccs1)c1nc2ccc(F)cc2s1
10: COc1cccc(NC(=S)Nc2ccc(F)cc2)c1
compound no.,1,2,3,4,5,6,7,8,9,10
mABHD4 FP,-2,17,-3,-2,11,5,9,0,-22,-5
HTRA1 inh,0,-4,nt,1,2,-18,0,-10,-17,1
GC-A act,-1,2,-5,-14,1,-5,4,0,-2,2
PG9 binder,1.0,0.5,nt,0.5,0.7,-1.7,0.7,-1.7,0.7,-1.6
NPR2 activator,-1,-3,-3,-11,-2,-7,2,5,3,8
ASAP1 GAP inh,9,-5,nt,7,-2,4,6,5,9,-5
ARFGAP1 inhibitor,-6,-2,nt,2,2,2,16,5,9,-14
Rev-erbA mod,5,1,2,8,-1,1,8,-8,6,-2
SMARCA2 act,-5,-1,-2,-10,3,3,-1,-1,-1,-1
rCAG RNA binder,-5,7,0,0,0,0,-5,0,2,-2

Down the list, quoted from above.
Nos. 2–10 in GC-A act, in turn: 2, -5, -14, 1, -5, 4, 0, -2, 2

2 records drawn at random from those above:
6: CN(Cc1ccccc1N1CCCC1)C(=O)c1cc2cc(Cl)ccc2o1
7: CCOc1ccc(NC(=S)N(CCOC)C(C)c2ccco2)cc1 (stereo unspecified)
compound no.,6,7
mABHD4 FP,5,9
HTRA1 inh,-18,0
GC-A act,-5,4
PG9 binder,-1.7,0.7
NPR2 activator,-7,2
ASAP1 GAP inh,4,6
ARFGAP1 inhibitor,2,16
Rev-erbA mod,1,8
SMARCA2 act,3,-1
rCAG RNA binder,0,-5

(continued)
11: CN(Cc1cnn(C)c1)C(=O)C1CCC(=O)N(Cc2ccc(Cl)cc2)C1 (stereo unspecified)
12: CCOc1ccccc1C(=O)NCC(=O)N1CCC(C)CC1
13: CCOC(=O)CSc1cc(C(F)(F)F)nc(-c2ccccn2)n1
14: COc1ccc(C2c3cc(OC)c(OC)cc3CCN2C2CC(=O)N(c3ccccc3)C2=O)cc1OC (stereo unspecified)
15: CCOc1ccc(CCNc2ccc3nnc(-c4ccccc4)n3n2)cc1OCC
16: CC(C)n1cc(C(=O)N2CCCC(Nc3ccc(F)c(F)c3)C2)cn1 (stereo unspecified)
17: CC1CN(C(=O)CSc2ncnc3sccc23)CC(C)O1 (stereo unspecified)
18: COCc1[nH]nc2c1C(c1cccc(OC)c1)C(C#N)=C(N)O2 (stereo unspecified)
19: CCC(=O)N1CN(S(=O)(=O)c2ccc(C)cc2)CC1C (stereo unspecified)
20: O=C(c1ccccc1)C1C(c2ccccc2)C1[N+](=O)[O-] (stereo unspecified)
compound no.,11,12,13,14,15,16,17,18,19,20
mABHD4 FP,5,2,2,-8,-10,0,-6,-4,0,-4
HTRA1 inh,-1,13,6,-2,-23,-2,0,2,1,-5
GC-A act,0,-2,4,-3,0,-1,-4,-1,-1,-1
PG9 binder,-2.2,0.7,1.5,-0.7,0.3,-0.6,3.1,-0.3,-0.7,-2.2
NPR2 activator,-2,3,6,4,3,2,-5,6,0,-7
ASAP1 GAP inh,4,8,-3,12,-2,-9,6,14,-31,-6
ARFGAP1 inhibitor,4,-4,1,2,2,3,-9,-1,7,7
Rev-erbA mod,6,-2,0,-1,4,-5,0,5,-6,4
SMARCA2 act,1,-2,-1,-3,3,3,-1,0,-1,-1
rCAG RNA binder,-4,1,-6,6,2,-2,-2,2,-1,2

21: COCCn1c(SCC(=O)N2CC(=O)Nc3ccccc32)nc2ccccc21
22: CCn1cc(C(=O)N2CCn3c(nc4ccccc43)C2)c(=O)c2ccc(C)nc21
23: CCN(CC)CCN1C(=O)C(=O)/C(=C(/O)c2ccc(S(=O)(=O)N3CCOCC3)cc2)C1c1ccccc1 (stereo unspecified)
24: C(CCN1CCOCC1)CN1CCOCC1
25: Cc1cc(=O)[nH]c(SCC(=O)N2CCc3ccccc3C2)n1
26: CCCCNC(=O)c1onc(CSc2ccncc2)c1C(=O)NCCCC
27: CC(C(=O)Nc1cc(Cl)cc(Cl)c1)N1CCCC1 (stereo unspecified)
28: CN(c1ccccc1)S(=O)(=O)c1cccc(Cl)c1Cl
29: O=C1c2ccccc2C(=O)N1CCCCN(C(=O)c1ccc([N+](=O)[O-])cc1)c1ccc(Cl)cc1
30: COc1ccc(NC(=S)Nc2ccc(OCc3ccccc3)cc2)c(OC)c1
compound no.,21,22,23,24,25,26,27,28,29,30
mABHD4 FP,1,4,1,-1,3,-1,5,-1,-10,10
HTRA1 inh,6,7,2,nt,4,3,-1,1,-20,-10
GC-A act,-1,2,3,2,-1,1,2,-1,-11,2
PG9 binder,-1.6,1.6,-0.2,-1.4,1.3,-1.0,-1.5,1.1,-1.4,-1.6
NPR2 activator,0,2,3,5,-4,5,-1,-2,-6,4
ASAP1 GAP inh,-1,-11,10,3,-3,-15,-12,10,-5,-4
ARFGAP1 inhibitor,8,5,-4,-4,4,-4,-10,6,3,7
Rev-erbA mod,-2,4,4,-1,3,-2,2,5,2,-2
SMARCA2 act,-1,-2,-1,-2,-1,-1,4,-4,-1,0
rCAG RNA binder,1,2,4,1,-2,-6,-1,2,-3,3

Filtered by structure, the entries above with a thiophene ring, fused or not.
9: CCN(CC)CCN(C(=O)/C=C/c1cccs1)c1nc2ccc(F)cc2s1
17: CC1CN(C(=O)CSc2ncnc3sccc23)CC(C)O1 (stereo unspecified)
compound no.,9,17
mABHD4 FP,-22,-6
HTRA1 inh,-17,0
GC-A act,-2,-4
PG9 binder,0.7,3.1
NPR2 activator,3,-5
ASAP1 GAP inh,9,6
ARFGAP1 inhibitor,9,-9
Rev-erbA mod,6,0
SMARCA2 act,-1,-1
rCAG RNA binder,2,-2

(list continues)
31: O=C(Nc1nnc(C2=COCCO2)o1)c1cccc(Br)c1
32: O=C1NC(c2ccccc2O)Nc2ccccc21 (stereo unspecified)
33: c1ccc(-c2onc3c2CCCC3)cc1
34: CC1CCCCC12NC(=O)N(CC(=O)OCc1ccccc1F)C2=O (stereo unspecified)
35: CCOC(=O)CNC(=O)C(Cc1ccc2c(c1)OCO2)NC(C)=O (stereo unspecified)
36: CCOc1ccccc1CN1CCC(Oc2cccc(C(=O)NCCOC)c2)CC1
37: O=C(Nc1cc(S(=O)(=O)N2CCOCC2)ccc1N1CCCC1)c1cnccn1
38: C/C(CC(=O)Nc1ccccn1)=N\NC(=O)c1ccccc1O
39: Cc1ccc(S(=O)(=O)N2CCC(C(=O)C3C(=O)CCCC3=O)CC2)cc1
40: Cc1cc(OCC(F)(F)C(F)(F)C(F)(F)C(F)F)nc(N)n1
compound no.,31,32,33,34,35,36,37,38,39,40
mABHD4 FP,5,-3,-1,-10,1,-2,4,17,-1,-1
HTRA1 inh,12,7,1,2,nt,2,0,56*,5,-5
GC-A act,2,3,-1,0,2,2,5,5,6,5
PG9 binder,-1.9,-0.1,1.5,-0.1,nt,-2.3,-1.6,-1.4,-1.8,0.2
NPR2 activator,-3,6,0,-2,-6,0,3,2,3,0
ASAP1 GAP inh,-3,5,-7,-4,nt,2,12,6,-6,-4
ARFGAP1 inhibitor,-6,8,-7,-12,nt,0,7,10,-1,12
Rev-erbA mod,1,-1,-5,-10,7,-5,3,-5,4,7
SMARCA2 act,0,-1,-3,-5,-1,2,-3,0,2,-1
rCAG RNA binder,6,1,-3,0,1,-11,-2,-1,-1,-2

41: COc1ccccc1S(=O)(=O)N(C)C[C@@H]1OCc2cn(nn2)CCCC(=O)N([C@@H](C)CO)C[C@H]1C
42: CCn1c(O)c(/C=N/NC(=O)c2ccncc2)c(=O)n(CC)c1=S
43: Cc1cc(=O)c2cc(Cl)ccc2[nH]1
44: CCCc1c(C)nc2ccccc2c1SCCC#N
45: CN(C(=O)CSc1nnnn1-c1ccc(Cl)cc1)C1CCS(=O)(=O)C1 (stereo unspecified)
46: COc1ccc(S(=O)(=O)N(C)[C@H]2C[C@H]3c4cc(Oc5ccccc5C)ccc4CCN3C(=O)[C@H]2[C@H](C)O)cc1
47: O=C(Nc1ccccc1[N+](=O)[O-])c1nc[nH]c1C(=O)NCCO
48: CC(=O)NCCCc1c[nH]c2ccc(Cl)cc12
compound no.,41,42,43,44,45,46,47,48
mABHD4 FP,-3,0,-2,0,-2,-5,7,-6
HTRA1 inh,-3,1,-1,-2,4,-38,8,-4
GC-A act,0,2,0,-4,4,-12,-6,-8
PG9 binder,-1.0,1.3,0.5,0.4,-1.1,-1.4,1.3,-0.8
NPR2 activator,-2,4,6,0,1,-13,-3,-4
ASAP1 GAP inh,10,2,-4,-3,-8,-12,6,3
ARFGAP1 inhibitor,-2,6,-8,8,-14,-10,-2,-12
Rev-erbA mod,5,-1,-3,2,-1,0,-5,-3
SMARCA2 act,-1,1,-2,1,2,-4,-2,4
rCAG RNA binder,1,28,6,-9,3,12,0,0
